Screening results as filed in PubChem.
CFTR F508del cor: correctors of CFTR F508del function in bronchial epithelial cells; CFBE cells, YFP halide quenching; stimulated with forskolin plus potentiator P3; % fluorescence drop versus neutral controls; activity (quench increase), % at 7.58 µM; 350,000 tested, 0.36% active;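 active means mean added fluorescence quench of at least 8% versus neutral control, with both replicates also reaching 8%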;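 further: cells transiently co-express mutant CFTR-F508del with the halide-sensitive YFP; corrector assay measuring rescue of mutant channel to the surface after 24 h compound exposure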
esBAF inh: blocks esBAF chromatin remodeling in mouse ES cells | Bmi1-luciferase knock-in reporter, 24 h; 100% = twice the neutral-well signal | reporter increase, % at 12.5 µM | 350,000 tested, 2% active; in the data active means activation above about 40%;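 further: 0% = median of the plate's neutral control wells and 100% = double that signal; a rise in the Bmi1 reporter signal indicates esBAF inhibition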
GSIS activator: GLuc luminescence reporter in INS-1E cells, primary screen for activators of glucose-dependent secretion of insulin. INS-1E GLuc reporter insulin secretion, 2-3 h. activation, % at 16.6 µM. 370,000 tested, 0.61% active;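 active means lowest replicate activation of at least 40%, so every replicate reaches that level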;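 further: 0% = median of neutral control wells and 100% = median of IBMX positive control wells; some compounds called inactive have numbers as strong as hits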
RAD54 branch: RAD54 (human) branch migration inhibition. Q92698. RAD54 Holliday junction branch migration, FAM/BHQ fluorescence. inhibition, % at 10.4 µM. 360,000 tested, 0.14% active;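 active means mean normalized replicate activity at least 40 and at least half of replicates scoring 40 or more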;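 further: 0% = median of neutral control wells and 100% = median of positive control wells; inhibitors cause a drop in the FAM fluorescence signal; in these data hits start at about 50%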
Target sequence (Q92698 whole entry, looked up): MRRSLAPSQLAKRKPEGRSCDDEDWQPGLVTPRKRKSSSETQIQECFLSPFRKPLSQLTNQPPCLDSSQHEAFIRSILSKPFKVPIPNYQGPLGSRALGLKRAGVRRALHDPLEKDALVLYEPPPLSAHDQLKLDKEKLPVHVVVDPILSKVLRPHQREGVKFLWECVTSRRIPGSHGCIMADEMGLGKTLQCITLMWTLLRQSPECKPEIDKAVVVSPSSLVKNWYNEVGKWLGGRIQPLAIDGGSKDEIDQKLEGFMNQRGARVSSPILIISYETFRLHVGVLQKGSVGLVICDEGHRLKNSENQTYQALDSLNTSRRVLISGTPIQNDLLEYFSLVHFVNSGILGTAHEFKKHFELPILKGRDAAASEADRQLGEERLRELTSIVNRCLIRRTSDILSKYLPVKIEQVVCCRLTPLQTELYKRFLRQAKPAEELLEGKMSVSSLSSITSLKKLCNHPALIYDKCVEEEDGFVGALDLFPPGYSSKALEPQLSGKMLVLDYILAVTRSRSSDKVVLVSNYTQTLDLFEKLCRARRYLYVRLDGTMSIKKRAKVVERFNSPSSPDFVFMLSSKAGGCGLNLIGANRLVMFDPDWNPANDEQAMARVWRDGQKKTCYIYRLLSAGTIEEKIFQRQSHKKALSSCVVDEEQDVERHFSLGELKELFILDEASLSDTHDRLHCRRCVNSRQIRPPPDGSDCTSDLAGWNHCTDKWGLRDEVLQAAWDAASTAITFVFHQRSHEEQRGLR
Xi reactivation: X-chromosome reactivation activator | XiGFP mouse fibroblasts, % GFP-positive cells imaging, 3 d; cells co-treated with 5-aza-dC sensitizer; scaled so ellipticine positive control = 100% | activation, % at 7.58 µM | 360,000 tested, 0.055% active;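 active means mean normalized replicate activation at least 10% and every replicate at or above 10%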;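 further: 0% = median of on-plate neutral control wells and 100% = ellipticine 6 µM median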
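Assay system: SV40-immortalized XiGFP fibroblast cells, line 68-5-11; buffer or medium: DMEM plus 5-aza-dC sensitizer; compound: one concentration, pinned; timing: compounds 3 days, fix/stain 15 min at room temperature; benchmarks: positive control ellipticine, 6 µM final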
RAD52 anneal inh: blocks human RAD52 DNA annealing. P43351. recombinant RAD52 DNA annealing, FRET fluorescence. inhibition, % at 18.7 µM. 360,000 tested, 0.46% active. AID 651710;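 active means every replicate showing at least 50% inhibition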
ERAP1 HTS inh: blocks human ERAP1 aminopeptidase activity; recombinant ERAP1, Leu-AMC fluorescence, 60 min; Q9NZ08; 340,000 tested, 0.15% active; AID 652197; inhibition, % at 10.7 µM;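 active means mean replicate inhibition of at least 30%, or all replicates individually reaching that 30% level; inactive means mean below 30% and not every replicate reaching it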;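 further: 0% = neutral control wells and 100% = L-leucinethiol positive control wells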
ARNT-TACC3 inh: disrupts binding between human ARNT and TACC3; inhibition, % at 9.99 µM; Q9Y6A5; 390,000 tested, 0.66% active; AlphaScreen His-ARNT PAS-B/GST-TACC3 binding, luminescence; TACC3 fragment carries E629A point mutation;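 active means mean inhibition of replicates at least 50% and at least half of replicates each reaching 50%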;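 further: 0% = complete ARNT plus TACC3 wells and 100% = ARNT alone without TACC3; many hits fall short of the cut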
The depositor's hits bear a star; nt = not tested or not shown.

| compound | CFTR F508del cor | esBAF inh | GSIS activator | RAD54 branch | Xi reactivation | RAD52 anneal inh | ERAP1 HTS inh | ARNT-TACC3 inh |
| --- | --- | --- | --- | --- | --- | --- | --- | --- |
| COc1ccc(Cn2c(=O)sc3ccccc3c2=O)cc1 | -2.4 | 4 | 18 | nt | 0.0 | -13 | 1 | -6 |
| O=c1oc(/C=C/c2ccccc2)nc2ccccc12 | -1.1 | nt | -13 | nt | 0.0 | -8 | 0 | -2 |
| Cc1cc(Cn2nc(-c3ccccc3C)cc2C(=O)O)on1 | 3.7 | 0 | 3 | 5 | 0.1 | -15 | -10 | 1 |
| O=c1[nH]cnc2ccsc12 | -1.7 | nt | -10 | nt | 0.0 | -9 | 3 | -3 |
| Cc1ccccc1S(=O)(=O)N[C@@H]1CC[C@H](CCn2cc(Cc3ccccc3)nn2)O[C@@H]1CO | 3.0 | 7 | -3 | 1 | -0.1 | -3 | 5 | 1 |
| NC(=O)CSc1nnc(-c2cccc(S(=O)(=O)N3CCOCC3)c2)n1C1CCCCCC1 | nt | -11 | 24 | 0 | nt | nt | nt | -3 |
| CC1(C(=O)NS(=O)(=O)c2ccc(Cl)cc2)CCN1C(=O)CCc1cccs1 (stereo not given) | -2.8 | -3 | 16 | -3 | 0.0 | -15 | 1 | nt |
| CCC(CO)NCCNC(CC)CO (stereo not given) | -1.7 | 5 | 11 | 12 | -0.1 | -4 | -1 | -2 |
| CCc1ccc(NC(=O)c2cc(C)nn2-c2ccccc2)cc1 | -1.3 | 8 | nt | 0 | 0.3 | -6 | -4 | -9 |
| CO[C@H]1CC[C@@H]2CCN(C)C(=O)C[C@@H](c3ccccc3)CN(C)C(=O)c3cccc(C#N)c3OC[C@@H]1O2 | nt | -5 | 8 | 1 | 0.1 | -8 | -1 | -8 |
| Cc1ccc(S(=O)(=O)N2CC3(O)CN(C(=O)OC(C)C)N(C(=O)OC(C)C)CC3(OC(=O)NC3CC3)C2)cc1 (stereo not given) | -2.4 | nt | -1 | nt | -0.1 | -12 | 0 | nt |
| C[C@H](CO)N1C[C@H](C)[C@H](CN(C)C(=O)Nc2ccc(C(F)(F)F)cc2)Oc2cc(-c3ccncc3)ccc2S1(=O)=O | 1.4 | 1 | -7 | -7 | -1.4 | 32 | 0 | -2 |
| CC(C)Cn1c(N)c(C(=O)COC(=O)c2c(F)cccc2F)c(=O)n(C)c1=O | 0.4 | -2 | 23 | -8 | 0.3 | -4 | 0 | 4 |
| COc1cccc(N(C(=O)CNC(=O)c2ccco2)C(C(=O)NC2CCCC2)c2cccnc2)c1 (stereo not given) | -2.5 | 3 | 12 | nt | 0.4 | -12 | 2 | -1 |
| COC(=O)C[C@@H]1CC[C@@H]2[C@H](COc3ccc(NC(=O)Nc4cccc(C#N)c4)cc3C(=O)N2C)O1 | -0.3 | -3 | 13 | -7 | 0.0 | -1 | -3 | 4 |
| Cc1ccc(C2/C(=C(/O)c3ccc4c(c3)CC(C)O4)C(=O)C(=O)N2CCCn2ccnc2)cc1 (stereo not given) | 1.6 | 3 | 1 | 5 | 0.0 | 9 | 2 | 12 |
| C[C@H]1CCCCO[C@H](CN(C)Cc2ccc(Cl)c(Cl)c2)[C@@H](C)CN([C@@H](C)CO)C(=O)c2cc(NC(=O)Nc3cccc4ccccc34)ccc2O1 | 3.0 | -9 | 8 | -1 | 0.0 | 9 | -8 | -13 |
| O=C1NC(=O)C2(CCCc3ccccc32)N1 (stereo not given) | 0.7 | -2 | 18 | 2 | 0.0 | -11 | 0 | -9 |
| C/C(=N\NC(=O)c1nn(C)c(C)c1Br)c1cccc(NC(=O)c2ccc(F)cc2)c1 | -0.6 | 9 | 9 | 3 | 0.0 | -6 | 5 | -2 |
| CC/C(CC(=O)C(F)(F)F)=N\NC(=O)/C(C#N)=C/N(C)C | -2.7 | nt | 6 | nt | 0.0 | -3 | 0 | 2 |
| CCC/C(=N\NC(=O)C1CC1)c1ccc(Br)cc1 | -2.5 | -3 | 11 | -9 | 0.0 | -9 | -2 | 1 |
| C=CCNC(=S)Nc1nc2c(cc1C(=O)OCC)COC(C)(C)C2 | -0.5 | 5 | 1 | -4 | 0.0 | -5 | 2 | -6 |
| CCOc1cccc2c1OC1(C)CC2NC(=O)N1c1cccc(C(=O)NCc2ccccn2)c1 (stereo not given) | -2.1 | 0 | 11 | -10 | 0.0 | 0 | -2 | -7 |
| Cc1ccc(S(=O)(=O)N2CCCOC2)cc1 | -2.6 | 3 | 5 | 11 | nt | -7 | -1 | -5 |
| COc1ccc(OC)c(S(=O)(=O)NCCc2cn3ccsc3n2)c1 | -0.3 | 6 | 13 | -6 | 0.0 | -8 | -3 | 3 |
| O=C(CCC(=O)N1CCOc2ccccc21)N1CCCCC1 | 2.0 | 3 | 4 | -6 | -0.2 | 0 | 2 | -8 |
| COc1ccccc1N1CCN(c2ccc([N+](=O)[O-])nc2)CC1 | 0.3 | 15 | 10 | 1 | 0.3 | -14 | -1 | -6 |
| O=C(NCC1CC1)c1cc(-c2ccccc2)nn1CC1CC(c2cccc([N+](=O)[O-])c2)=NO1 (stereo not given) | 2.4 | nt | -24 | 7 | 0.0 | -6 | -2 | 21 |
| COc1ccc(S(=O)(=O)Nc2ccc3c(c2)C(=O)N([C@@H](C)CO)C[C@H](C)[C@H](CN(C)C(=O)CCC(F)(F)F)OCCCC[C@H](C)O3)cc1 | 2.3 | 4 | -16 | -9 | 0.1 | 21 | 1 | -3 |
| O/N=C/c1cccc[n+]1CCCCCC[n+]1ccccc1/C=N/O | -0.7 | -11 | 14 | -1 | 0.0 | -15 | 5 | 39 |
| CCCN(C)C[C@@H]1Oc2cc(-c3ccc(C)cc3)ccc2S(=O)(=O)N([C@@H](C)CO)C[C@H]1C | -1.8 | -2 | -8 | -10 | -0.3 | -6 | 2 | 4 |
| CCc1cccc(NC(=O)Cn2c(=O)c3cccn3c3ccccc32)c1 | -2.0 | -3 | 7 | -3 | 0.2 | -31 | 5 | 4 |
| Nn1c(SCc2cccc(F)c2)nnc1-c1ccncc1 | -0.1 | nt | 1 | -10 | 0.3 | -11 | 1 | -6 |
| COC(=O)[C@H](CCSC)NC(=O)NCc1ccccc1F | nt | 4 | 10 | -18 | nt | nt | nt | -3 |
| COc1ccc(OC)c(CN(CC(F)(F)F)S(=O)(=O)c2ccccc2Br)c1 | -3.0 | nt | -1 | nt | 0.1 | -16 | nt | nt |
| CCN(CC)c1ccc(S(=O)(=O)N2CCOCC2)cc1NC(=O)COC(=O)COc1ccccc1C | 0.4 | -5 | 4 | -3 | -0.1 | 3 | -1 | 0 |
| Cc1ccc(NC(=O)c2cc(Cl)ccc2[N+](=O)[O-])cc1C | nt | -6 | 0 | nt | -0.1 | nt | nt | -2 |
| O=C(N[C@@H]1CC[C@H](CCNS(=O)(=O)c2ccc(F)cc2)O[C@H]1CO)c1cnccn1 | -0.6 | 5 | 27 | -5 | -0.3 | -22 | 1 | -11 |
| COc1ccc(CN2CCN(CCC(C)C)C(CCO)C2)cc1Cn1cccn1 (stereo not given) | nt | nt | -2 | nt | 0.0 | -16 | -1 | -9 |
| CN1CCN(C(=O)c2cc3cc(F)ccc3[nH]2)CC1 | -0.3 | 11 | 29 | 10 | -0.1 | -7 | 3 | -6 |
| O=C(COc1ccccc1Cl)NNC(=O)Cn1[nH]c(=O)c2ccccc2c1=O | 1.3 | -4 | 8 | -6 | 0.0 | -5 | 0 | 4 |
| COc1ccc(C)cc1Nc1nnc(C)c(=O)[nH]1 | 1.6 | nt | -21 | nt | 0.1 | -2 | 2 | -7 |
| CCN(CC)C(=O)[C@H]1C[C@H](CC(=O)NCC23CC4CC(CC(C4)C2)C3)C(=O)N2CCc3c([nH]c4cc(CCC(=O)N(C)C)ccc34)[C@]12C | 1.6 | -3 | nt | -11 | 1.5 | -7 | 1 | 0 |
| Cc1cn(COC/C=C/c2ccccc2)c(=O)[nH]c1=O | -3.5 | -4 | -4 | 11 | nt | 3 | 2 | -8 |
| Cc1oc(-c2ccc3c(c2)OCCO3)cc1C(=O)NCC(=O)O | 0.6 | 23 | -1 | -11 | 0.0 | -19 | -1 | 6 |
| CCSc1nnc(Cn2c(=O)sc3ccccc32)n1-c1ccc(OC)cc1 | 2.1 | -1 | 21 | 2 | 0.1 | -5 | 0 | -12 |
| COCCc1nnc(NC(=O)Cc2ccccc2)s1 | nt | -1 | 2 | 1 | nt | nt | nt | 4 |
| Cc1ccccc1S(=O)(=O)N1CC[C@@H]2[C@H]1c1cc(-c3cccc(F)c3)ccc1N[C@@H]2CO | 3.5 | -4 | 9 | -2 | -0.1 | -35 | -1 | 9 |
| COc1cccc(-c2nc(CS(=O)CC(=O)NCCc3ccccc3)c(C)o2)c1 (stereo not given) | -0.1 | 10 | 17 | 0 | 0.1 | -19 | 0 | 0 |
| COc1ccc(C(=O)NCCOC(C)C)cc1OC1CCN(C(C)=O)CC1 | -1.3 | 0 | 5 | 10 | 0.0 | -3 | -5 | -3 |
| CCCCCCCCCCCCN1[C@@H](CC(C)=O)c2cc(F)cc(F)c2S1(=O)=O | -0.3 | -35 | nt | 1 | -0.2 | -29 | 2 | -7 |
| Cc1cc(C)c(C#N)c(SCCN2CCCCC2)n1 | 1.1 | 8 | 6 | 0 | -0.1 | -12 | -1 | -3 |
| COc1ccc(Cc2nc3ccc(C(=O)N4CCC(N(C)C)C4)cc3o2)cc1 (stereo not given) | 2.9 | nt | 3 | -5 | 0.2 | -19 | -2 | 1 |
| COC(=O)CSc1nnc(-c2cccnc2)n1C | 1.3 | nt | -15 | nt | 0.0 | 2 | 4 | 8 |
| O=C(CN1C(=O)NC2(CCCC2)C1=O)N1CCN(S(=O)(=O)c2ccccc2F)CC1 | -2.2 | nt | 16 | 2 | 0.0 | -8 | 1 | 5 |
| CN(C)c1ccc(C(=O)NCc2ccc3c(c2)CCO3)cc1 | -4.2 | nt | -2 | 6 | 0.2 | -18 | 1 | nt |

Given with two lines to a compound: part of the list above.
Values run as follows: CFTR F508del cor, esBAF inh, GSIS activator, RAD54 branch, Xi reactivation, RAD52 anneal inh, ERAP1 HTS inh, ARNT-TACC3 inh
> CCSc1nnc(Cn2c(=O)sc3ccccc32)n1-c1ccc(OC)cc1
  2.1, -1, 21, 2, 0.1, -5, 0, -12
> COCCc1nnc(NC(=O)Cc2ccccc2)s1
  nt, -1, 2, 1, nt, nt, nt, 4
> Cc1ccccc1S(=O)(=O)N1CC[C@@H]2[C@H]1c1cc(-c3cccc(F)c3)ccc1N[C@@H]2CO
  3.5, -4, 9, -2, -0.1, -35, -1, 9
> COc1cccc(-c2nc(CS(=O)CC(=O)NCCc3ccccc3)c(C)o2)c1 (stereo not given)
  -0.1, 10, 17, 0, 0.1, -19, 0, 0
> COc1ccc(C(=O)NCCOC(C)C)cc1OC1CCN(C(C)=O)CC1
  -1.3, 0, 5, 10, 0.0, -3, -5, -3
> CCCCCCCCCCCCN1[C@@H](CC(C)=O)c2cc(F)cc(F)c2S1(=O)=O
  -0.3, -35, nt, 1, -0.2, -29, 2, -7
> Cc1cc(C)c(C#N)c(SCCN2CCCCC2)n1
  1.1, 8, 6, 0, -0.1, -12, -1, -3
> COc1ccc(Cc2nc3ccc(C(=O)N4CCC(N(C)C)C4)cc3o2)cc1 (stereo not given)
  2.9, nt, 3, -5, 0.2, -19, -2, 1
